# ASK1 primary = ASK1 kinase inhibitors, primary screen, biochemical, AlphaScreen | inhibition, % at 7.44 µM | AlphaScreen MKK6 phosphorylation by ASK1, luminescence | Mitogen-activated protein kinase kinase kinase 5 (Homo sapiens), Q99683 | AID 1159602, 2016 | 22,000 compounds, 0.99% hits; in the data active means inhibition above about 35%;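 further: 0% = median of compound wells and 100% = no enzyme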
# ULK1 inh = ULK1 kinase inhibitors, primary screen, biochemical, AlphaScreen | Serine/threonine-protein kinase ULK1 (Homo sapiens), O75385 | AlphaScreen Atg13 phosphorylation by ULK1, luminescence | inhibition, % at 5.96 µM | 30,000 compounds, 1.9% hits; in the data active means inhibition above about 43%;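 further: 0% = median of compound wells and 100% = no enzyme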
# Target sequence (O75385 whole entry, looked up): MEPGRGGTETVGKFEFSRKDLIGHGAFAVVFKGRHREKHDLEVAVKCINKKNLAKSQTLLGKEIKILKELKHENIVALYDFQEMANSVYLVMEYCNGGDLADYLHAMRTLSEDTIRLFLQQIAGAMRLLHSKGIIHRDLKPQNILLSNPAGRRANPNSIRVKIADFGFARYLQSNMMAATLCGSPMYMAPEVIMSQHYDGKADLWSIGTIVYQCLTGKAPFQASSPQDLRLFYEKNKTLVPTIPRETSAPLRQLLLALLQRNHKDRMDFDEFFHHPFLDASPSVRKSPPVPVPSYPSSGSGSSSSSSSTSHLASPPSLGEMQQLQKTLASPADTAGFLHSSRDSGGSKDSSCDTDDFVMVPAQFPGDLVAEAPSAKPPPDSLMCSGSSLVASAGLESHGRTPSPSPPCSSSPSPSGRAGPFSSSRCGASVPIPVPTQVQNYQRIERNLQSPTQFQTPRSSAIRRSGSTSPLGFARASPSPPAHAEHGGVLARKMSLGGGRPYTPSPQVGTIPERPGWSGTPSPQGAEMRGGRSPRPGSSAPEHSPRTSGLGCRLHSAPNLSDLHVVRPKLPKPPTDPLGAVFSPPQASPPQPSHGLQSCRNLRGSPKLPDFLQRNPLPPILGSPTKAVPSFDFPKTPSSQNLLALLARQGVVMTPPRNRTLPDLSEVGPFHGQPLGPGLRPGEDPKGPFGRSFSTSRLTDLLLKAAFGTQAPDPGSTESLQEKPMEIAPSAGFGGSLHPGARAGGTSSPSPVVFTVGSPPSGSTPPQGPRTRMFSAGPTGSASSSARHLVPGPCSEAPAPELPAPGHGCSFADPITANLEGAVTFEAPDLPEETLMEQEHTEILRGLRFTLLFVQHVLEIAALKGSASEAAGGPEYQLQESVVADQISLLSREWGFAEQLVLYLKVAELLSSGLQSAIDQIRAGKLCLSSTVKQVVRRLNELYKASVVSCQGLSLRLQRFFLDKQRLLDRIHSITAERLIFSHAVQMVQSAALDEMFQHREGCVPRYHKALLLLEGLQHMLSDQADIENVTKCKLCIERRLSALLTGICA
# * = called active by the depositor; · = not tested or not shown.
# The opening 26 records (preview)
mol | ASK1 primary | ULK1 inh
O=C(Nc1ccncc1)NC1CCN(C(=O)[C@H](O)CSc2ccc(Br)cc2)CC1 | -12 | -4
c1ccc(CNc2nc(N3CCN(Cc4ccc5c(c4)OCO5)CC3)nc3c2ncn3-c2ccccc2)cc1 | 26 | -12
CN(C)c1ccc(/C=C2/SC(=S)N(CC(=O)O)C2=O)cc1 | · | -2
NNc1nncc2ccccc12 | · | -20
O=C(NCc1ccccc1)c1ccnc(Nc2ccc(-n3ccnc3)cc2)c1 | -13 | -2
CCN(CC)C(=O)C1CC(=O)OC1(C)C (stereo unspecified) | · | -16
O=C(Nc1ccc(Oc2ccccc2)cc1)c1ccc2nc(Nc3cccnc3)sc2c1 | 5 | 0
CN1CCN(C(=O)c2ccc(-c3cc(C(=O)NCc4ccccc4)ccn3)cc2)CC1 | -11 | 10
CCN(CC)C(=O)C1CCCN(c2nc(NCCN3CCOCC3)nc(N(CC)CC)n2)C1 (stereo unspecified) | -7 | 4
COc1cc(N)c(Cl)cc1C(=O)O | · | -1
O=C1CCCN1CCn1cnc2c(NCc3nc4ccccc4[nH]3)nc(-c3csc4ccccc34)nc21 | 3 | -6
COc1ccc(CC(=O)Nc2ccc(-c3cn[nH]c3)cc2N2CCC(N(C)C)CC2)cc1 | 0 | 10
CO[C@@H]1[C@@H](O[C@@H]2O[C@H](C)[C@@H](O[C@H]3C[C@@](C)(O)[C@@H](OC(=O)CC(C)C)[C@H](C)O3)[C@H](N(C)C)[C@H]2O)[C@@H](CC=O)C[C@@H](C)[C@@H](O)/C=C/C=C/C[C@@H](C)OC(=O)C[C@H]1OC(C)=O | · | -9
CCNc1nc(Nc2ccc(NC(C)=O)cc2)c2[nH]cnc2n1 | 19 | -2
Cc1nn(C)c(C)c1-c1nc(NCCOc2ccccc2)c2ncn(-c3ccsc3)c2n1 | 6 | 19
COCCCNC(=O)Cn1cc(/C=C(\C#N)C(=O)NCc2cccs2)c2ccccc21 | · | -6
COc1cc(Nc2nc(Nc3ccncc3)nc3c2ncn3C2CCCCC2)cc(OC)c1OC | 16 | 17
CC(=O)c1cccc(-c2nc(NCc3ccccc3)c3ncn(-c4ccccc4)c3n2)c1 | 11 | -2
COc1ccc(CCNc2nc(-c3cccc(C(C)=O)c3)nc3c2ncn3-c2ccsc2)cc1 | -18 | -1
CC(C)n1cnc2c(N)nc(-c3csc4ccccc34)nc21 | -7 | 7
OC1CCC(Nc2nc(NCc3cccnc3)c3ncn(Cc4ccc(C(F)(F)F)cc4)c3n2)CC1 (stereo unspecified) | 9 | 1
CC(C)Cc1nnc(NC(=O)C(C)(C)C)s1 | · | 4
O=C(Nc1nc2c(s1)CN(Cc1ccccc1)CC2)c1ccc2ccccc2c1 | · | -20
Cc1cnc(Nc2nccc3ccccc23)nc1NCc1ccccc1 | -32 | 0
COc1ccc(CCNc2nc(Nc3ncccn3)nc3c2ncn3C2CCCCC2)cc1 | -19 | -3
CC(=O)NC1C(Oc2ccc3c(C)cc(=O)oc3c2)OC(CO)C(O)C1O (stereo unspecified) | · | -16

# This part in full (from the top)
mol | ASK1 primary | ULK1 inh
O=C(Nc1ccncc1)NC1CCN(C(=O)[C@H](O)CSc2ccc(Br)cc2)CC1 | -12 | -4
c1ccc(CNc2nc(N3CCN(Cc4ccc5c(c4)OCO5)CC3)nc3c2ncn3-c2ccccc2)cc1 | 26 | -12
CN(C)c1ccc(/C=C2/SC(=S)N(CC(=O)O)C2=O)cc1 | · | -2
NNc1nncc2ccccc12 | · | -20
O=C(NCc1ccccc1)c1ccnc(Nc2ccc(-n3ccnc3)cc2)c1 | -13 | -2
CCN(CC)C(=O)C1CC(=O)OC1(C)C (stereo unspecified) | · | -16
O=C(Nc1ccc(Oc2ccccc2)cc1)c1ccc2nc(Nc3cccnc3)sc2c1 | 5 | 0
CN1CCN(C(=O)c2ccc(-c3cc(C(=O)NCc4ccccc4)ccn3)cc2)CC1 | -11 | 10
CCN(CC)C(=O)C1CCCN(c2nc(NCCN3CCOCC3)nc(N(CC)CC)n2)C1 (stereo unspecified) | -7 | 4
COc1cc(N)c(Cl)cc1C(=O)O | · | -1
O=C1CCCN1CCn1cnc2c(NCc3nc4ccccc4[nH]3)nc(-c3csc4ccccc34)nc21 | 3 | -6
COc1ccc(CC(=O)Nc2ccc(-c3cn[nH]c3)cc2N2CCC(N(C)C)CC2)cc1 | 0 | 10
CO[C@@H]1[C@@H](O[C@@H]2O[C@H](C)[C@@H](O[C@H]3C[C@@](C)(O)[C@@H](OC(=O)CC(C)C)[C@H](C)O3)[C@H](N(C)C)[C@H]2O)[C@@H](CC=O)C[C@@H](C)[C@@H](O)/C=C/C=C/C[C@@H](C)OC(=O)C[C@H]1OC(C)=O | · | -9
CCNc1nc(Nc2ccc(NC(C)=O)cc2)c2[nH]cnc2n1 | 19 | -2
Cc1nn(C)c(C)c1-c1nc(NCCOc2ccccc2)c2ncn(-c3ccsc3)c2n1 | 6 | 19
COCCCNC(=O)Cn1cc(/C=C(\C#N)C(=O)NCc2cccs2)c2ccccc21 | · | -6
COc1cc(Nc2nc(Nc3ccncc3)nc3c2ncn3C2CCCCC2)cc(OC)c1OC | 16 | 17
CC(=O)c1cccc(-c2nc(NCc3ccccc3)c3ncn(-c4ccccc4)c3n2)c1 | 11 | -2
COc1ccc(CCNc2nc(-c3cccc(C(C)=O)c3)nc3c2ncn3-c2ccsc2)cc1 | -18 | -1
CC(C)n1cnc2c(N)nc(-c3csc4ccccc34)nc21 | -7 | 7
OC1CCC(Nc2nc(NCc3cccnc3)c3ncn(Cc4ccc(C(F)(F)F)cc4)c3n2)CC1 (stereo unspecified) | 9 | 1
CC(C)Cc1nnc(NC(=O)C(C)(C)C)s1 | · | 4
O=C(Nc1nc2c(s1)CN(Cc1ccccc1)CC2)c1ccc2ccccc2c1 | · | -20
Cc1cnc(Nc2nccc3ccccc23)nc1NCc1ccccc1 | -32 | 0
COc1ccc(CCNc2nc(Nc3ncccn3)nc3c2ncn3C2CCCCC2)cc1 | -19 | -3
CC(=O)NC1C(Oc2ccc3c(C)cc(=O)oc3c2)OC(CO)C(O)C1O (stereo unspecified) | · | -16
CCN(CC)C(=O)C1CCCN(c2nc(NCc3cccnc3)c3cc(OC)c(OC)cc3n2)C1 (stereo unspecified) | 2 | 9
CCS(=O)(=O)c1ccc(OC)c(C(=O)OC)c1 | · | 6
CCCNC(=O)c1csc(Nc2nc3ccccc3n2C)n1 | -7 | 5
C(=C\c1ccccc1)/CN1CCN(C(c2ccccc2)c2ccccc2)CC1 | · | -16
CC(=O)N[C@@H](CS)C(=O)O | · | 2
COC(=O)CSc1nc(N)c(C#N)c(-c2cccs2)c1C#N | · | -3
COc1ccc(CCNC(=O)c2ccnc(NCc3ccc4c(c3)OCO4)c2)cc1 | -2 | -27
CC(=O)Nc1ccc(Nc2nc(N3CCN(Cc4ccc5c(c4)OCO5)CC3)nc3c2ncn3Cc2ccc(C(F)(F)F)cc2)cc1 | 21 | -56
CCCNc1cc(Nc2cc(OC)c(OC)c(OC)c2)nc(N)n1 | -2 | -11
CCn1c(=O)[nH]c2ncnc(N3CCN(C(=O)OCc4ccccc4)CC3)c21 | 9 | 6
Cn1cc(-c2cccc3cnc(Nc4ccc(-n5cnc(N6CCOCC6)n5)cc4)nc23)cn1 | 17 | 15
FC(F)(F)c1ccc(Cn2cnc3c(Nc4ccccc4)nc(-c4ccccc4)nc32)cc1 | -9 | -24
CC(C)N(CCNC(=O)Cc1cn(-c2ccc(N3CCN(Cc4ccc5c(c4)OCO5)CC3)nn2)c2ccccc12)C(C)C | 13 | 2
C1CCN2C[C@@H]3C[C@H](CN4CCCC[C@@H]34)[C@H]2C1 | · | -2
NC(=O)c1ccc(-c2cccc(C(=O)NCCO)c2)cc1 | -12 | -15
COc1cc(NC(=O)c2cccc(-n3nc(Cl)c4cc(Nc5ccccc5F)ccc43)c2)cc(OC)c1OC | -13 | -21
Cc1cnc(Nc2ccc(N3CCNCC3)cc2)cc1Nc1ccccc1C(N)=O | 3 | 94*
COc1ccc(-c2cncc(C(=O)Nc3ccccc3)c2)cn1 | 8 | -6
COc1ccc([N+](=O)[O-])cc1/C=N/NC(=O)Cc1ccccc1 | · | -9
Cc1cccc(CC(=O)Nc2cnn(-c3cccc(C(=O)Nc4nc(C)cs4)c3)c2)c1 | -4 | -19
CCCCC[C@H](O)/C=C/[C@@H]1[C@@H](C/C=C\CCCC(=O)O)[C@@H](O)C[C@H]1O | · | 5
COc1ccc(-c2ncc(C)c(NCc3ccccc3)n2)cc1 | 4 | -7
COc1cc(S(C)=O)ccc1-c1nc2ncccc2[nH]1 (stereo unspecified) | · | -8
FC(F)(F)c1ccc(Cn2cnc3c(Nc4ccc5c(c4)OCO5)nc(Nc4ccccc4)nc32)cc1 | 41* | -4
COc1cc(NC(=O)c2csc(N3CCN(Cc4ccc5c(c4)OCO5)CC3)n2)cc(OC)c1OC | 16 | 14
CCN(CC)c1nc(Nc2ccc(NC(C)=O)cc2)nc(N2CCC(N3CCOCC3)CC2)n1 | 3 | -1
Cc1nn(C)c(C)c1-c1cc(C(=O)NC2CCN(Cc3ccccc3)CC2)ccn1 | -4 | -5
CCOC(=O)CNC1CC(=O)N(c2ccc(C(=O)OCC)cc2)C1=O (stereo unspecified) | · | 0
COc1cc(NC(=O)c2ccc3nc(Nc4cnccn4)sc3c2)cc(OC)c1OC | 14 | -11
Cc1nn(C)c(C)c1-c1nc(C(=O)NC2CCN(Cc3ccccc3)CC2)cs1 | 7 | -15
COc1cc(Nc2cc(NCCN(C(C)C)C(C)C)ncn2)cc(OC)c1OC | -7 | 9
C#CCN1C(=O)C2(OCCO2)c2cc(Cl)ccc21 | · | -7
N[C@H](Cc1ccccc1F)c1nc2ccc(-c3ccncc3)cc2[nH]1 | -1 | 3
COc1ccc(CCNc2cc(Nc3cccc(N(C)C)c3)ncn2)cc1 | 29 | 1

# (list continues)
mol | ASK1 primary | ULK1 inh
O=C(O)c1cccn2c(=O)c3ccccc3nc12 | · | 9
Cn1c(=O)[nH]c(=O)c2[nH]c(N(CCO)CCO)nc21 | · | 0
Cn1cnc([N+](=O)[O-])c1Cl | · | -19
COc1ccc(CCNc2cc(Nc3cccnc3)ncn2)cc1 | 0 | 9
Cc1nccnc1N1CCCCC1 | · | 23
CCOC(=O)N1CCN(c2[nH]c(=O)n(C)c(=O)c2Cc2cccc(Cl)c2)CC1 | · | 2
COc1cc(Nc2nc(Nc3ccc(C(F)(F)F)cc3)nc3nc[nH]c23)cc(OC)c1OC | 5 | -20
C[C@@H]1CN(c2c(F)c(N)c3c(=O)c(C(=O)O)cn(C4CC4)c3c2F)C[C@H](C)N1 | · | -3
OCC1CCCN1c1nc(NC2CC2)c2ncn(-c3ccccc3)c2n1 (stereo unspecified) | 15 | 2
CCCNC(=O)c1ccnc(Nc2ccccc2)c1 | -9 | -2
O=C(Cc1ccc(SC(F)(F)F)cc1)NCc1cn(-c2ccncc2)nn1 | 13 | -2
O=C(Nc1ccc(N2CCOCC2)cc1)c1cc(N2CCc3ccccc3C2)nc2ccccc12 | 0 | 50*
COc1ccc(CCNc2nc(OC)nc(-c3ccc(OC)cc3)n2)cc1 | -5 | -6
CCCNc1ncnc2nc(Nc3cccc(N(C)C)c3)[nH]c12 | 13 | 6
CNC(=O)c1ncccc1Nc1cc(Nc2ccc(C(=O)N(C)C)cc2OC)ncc1C(F)(F)F | 16 | 24
Cc1cc(C(C)(C)C)c(O)c(C(C)(C)C)c1 | · | -2
CC(=O)OCC(=O)[C@@]12N=C(C)O[C@@H]1CC1C3CCC4=CC(=O)C=C[C@]4(C)C3[C@@H](O)C[C@@]12C (stereo partly specified) | · | 13
CCCNC(=O)c1cncc(-c2ccc(N3CCN(C)CC3)cc2)c1 | -5 | 1
c1ccc(CN2CCC(Nc3nc(Nc4ccc5c(c4)OCO5)c4[nH]cnc4n3)CC2)cc1 | 33 | -1
O=C(O)c1ccccc1Oc1ncc(Cl)cn1 | · | -1
CC(C)(C)c1ccc(C(=O)Nc2nnc3n2CCCS3)cc1 | · | 0
COc1ccc(-c2cccc(C(=O)Nc3ccccc3)n2)cc1 | -5 | -7
CCN(CC)C(=O)C1CCCN(c2nccc(NCc3nc4ccccc4[nH]3)n2)C1 (stereo unspecified) | 5 | 5
COc1cc(C(=O)NCc2c(-c3ccccc3)nc3n2CCS3)cc(OC)c1OC | · | 2

# Entries of single compounds from above.
# COc1cc(C(=O)NCc2c(-c3ccccc3)nc3n2CCS3)cc(OC)c1OC is listed as ASK1 primary: ·; ULK1 inh: 2
# CC(C)(C)c1ccc(C(=O)Nc2nnc3n2CCCS3)cc1 is listed as ASK1 primary: ·; ULK1 inh: 0

# Other results:
mol | ASK1 primary | ULK1 inh
COc1ccc(-c2nccc(NCCO)n2)cn1 | -15 | 5
O=C(NCCN1CCOCC1)c1cnc(Nc2ccc(-n3ccnc3)cc2)s1 | -11 | -8
Oc1ccc(CCNc2ccnc(Nc3ccc(-n4ccnc4)cc3)n2)cc1 | 3 | 2
CCNc1nc(C(=O)NC2CCN(Cc3ccccc3)CC2)cs1 | -6 | 7
CCNc1nc(Nc2ccc(N3CCOCC3)cc2)c2ncn(C(C)C)c2n1 | 8 | 34
CC(C)n1c(N2CCN(c3ccccn3)CC2)nc2c(NCc3cccc(C(F)(F)F)c3)ncnc21 | 6 | -12
O=C(O)CSc1nccc2ccccc12 | · | -2
Clc1ccccc1Nc1ccc2c(cnn2-c2ccnc(NCCN3CCOCC3)n2)c1 | -9 | -60
CCN(CC)C(=O)C1CCCN(c2nc(C)cc(NCc3nc4ccccc4[nH]3)n2)C1 (stereo unspecified) | -1 | -1
CCCNc1nc(-c2ccc(C(=O)N3CCN(C)CC3)cc2)nc2c1ncn2C(C)C | -5 | -2
O=C(Nc1ccc2c(c1)OCO2)c1ccc2nc(NC3CCN(Cc4ccccc4)CC3)sc2c1 | 16 | -3
CN(C)CCN(CC1CCCC1)C(=O)c1nc2ccc(-c3cn[nH]c3)cc2s1 | -9 | -8
O=C(NCCOc1ccccc1)c1cnc(Nc2ccc(N3CCOCC3)cc2)s1 | 16 | -1

# Screening data deposited in PubChem BioAssay by The Scripps Research Institute Molecular Screening Center.

# Hits appear at their usual frequency. About 2.3% of those tested had a hit in this group.
